Source: PubChem BioAssay
14-3-3 Bad inh = disrupts binding of bovine 14-3-3 zeta to phospho-Bad peptide. P63103. TR-FRET 14-3-3zeta/Dy647-pBad peptide displacement, 1 h. inhibition, % at 21.7 µM. hit rate 0.71% among 220,000;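 active = inhibition above about 70%, limit read from the data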;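 also: 0% = full 14-3-3 plus peptide FRET controls and 100% = background without 14-3-3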
Target sequence (P63103 whole entry, looked up): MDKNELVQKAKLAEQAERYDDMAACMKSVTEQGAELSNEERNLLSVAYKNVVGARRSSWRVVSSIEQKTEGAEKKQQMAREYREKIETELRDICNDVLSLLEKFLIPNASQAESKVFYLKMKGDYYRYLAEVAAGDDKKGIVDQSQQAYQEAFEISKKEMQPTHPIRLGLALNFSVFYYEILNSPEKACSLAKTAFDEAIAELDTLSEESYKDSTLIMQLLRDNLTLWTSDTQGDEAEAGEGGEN
Mdm2 ligase inh = inhibitors of human Mdm2 E3 ubiquitin ligase. hit rate 0.11% among 210,000. signal enhancement, % at 5 µM. cell-based MDM2 ubiquitination luciferase reporter, 2 h; 0 = plate control, 100 = twice control, blank-subtracted. AID 1230. Q00987;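 active = signal enhancement of 30% or more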;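 also: luminescence tracks abundance of the self-degrading MDM2-luciferase fusion protein; higher signal means inhibition of MDM2 E3 ligase activity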
Target sequence (Q00987 whole entry, looked up, the tested form may be a part): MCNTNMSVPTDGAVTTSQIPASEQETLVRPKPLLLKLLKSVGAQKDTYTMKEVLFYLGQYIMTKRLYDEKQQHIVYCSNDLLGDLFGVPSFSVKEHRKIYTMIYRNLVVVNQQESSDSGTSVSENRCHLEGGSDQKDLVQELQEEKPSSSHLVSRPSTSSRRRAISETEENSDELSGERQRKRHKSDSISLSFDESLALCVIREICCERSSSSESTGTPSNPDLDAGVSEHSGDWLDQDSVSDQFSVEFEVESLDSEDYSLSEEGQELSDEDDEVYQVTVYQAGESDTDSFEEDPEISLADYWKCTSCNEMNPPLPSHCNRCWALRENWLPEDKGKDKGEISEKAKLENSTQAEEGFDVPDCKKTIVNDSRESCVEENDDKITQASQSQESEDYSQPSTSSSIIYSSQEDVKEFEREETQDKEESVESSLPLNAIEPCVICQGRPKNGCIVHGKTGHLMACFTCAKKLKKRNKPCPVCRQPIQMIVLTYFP
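Test system: stable mammalian line carrying autodegrading MDM2–luciferase fusion reporter; quantity: 2000 cells in each well; times: 4 h cell settling then 2 h compound exposure, 37 °C; detection: luminescence with SteadyLite reagent, 15 min at room temperature; evaluation: percent signal gain over controls, blank-subtracted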
EBV gp42 inh = EBV gp42 inhibition; Q1HVG2; Fluorescence polarization binding assay, mP read-out; inhibition, % (tested at 21.74 µM); hit rate 0.42% among 220,000; AID 1085; in the data active = inhibition above about 50%
Target sequence (Q1HVG2 whole entry, looked up): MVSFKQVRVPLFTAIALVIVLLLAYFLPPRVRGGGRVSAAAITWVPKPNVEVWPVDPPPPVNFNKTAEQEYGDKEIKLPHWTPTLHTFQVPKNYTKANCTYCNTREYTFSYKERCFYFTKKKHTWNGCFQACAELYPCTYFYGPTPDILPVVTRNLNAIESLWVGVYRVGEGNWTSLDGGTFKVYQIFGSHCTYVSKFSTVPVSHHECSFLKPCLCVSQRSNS
Tb hexokinase = blocks Trypanosoma brucei hexokinase 1 activity; recombinant TbHK1, G6PDH-coupled NADH A340; inhibition, % at 10 µM; hit rate 0.11% among 220,000; AID 1430;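 active = inhibition of 50% or more in the single-dose primary screen; inactive = inhibition below 50%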
Hck-Nef inh = blocks Nef-activated human Hck kinase | hit rate 0.68% among 220,000 | AID 463187 | inhibition, % at 20 µM | Recombinant Hck-YEEI plus Nef, Z-Lyte FRET kinase assay | P08631;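 active = Hck-Nef kinase inhibition above about 50%, limit read from the data; inactive = inhibition below that limit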;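 also: 0% = DMSO with Hck plus Nef and 100% = Hck alone without Nef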
NCF1 inh = inhibitors of human p47phox binding; P14598; p47phox/p22phox peptide binding, fluorescence polarization, 2 h; inhibition, % at 24.7 µM; hit rate 0.53% among 220,000; AID 1274;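 active = inhibition above about 30%, limit read from the data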;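 also: 0% = p47phox with labelled peptide and 100% = labelled peptide alone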
zVAD death inh = blocks zVAD induced death of L929 cells | AID 1377 | viability rescue, % at 10 µM | L929 zVAD necroptosis rescue, ATP luminescence, 24 h; with zVAD 60 µM | hit rate 0.38% among 220,000;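 active = activation, scaled between plate controls, above about 75%, limit read from the data; inactive = activation under that limit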;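 also: 0% = zVAD with DMSO and 100% = DMSO alone without zVAD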
Runt-CBFb FRET = Runt domain-CBFb interaction inhibition; Cerulean-Runt/Venus-CBFb FRET ratio 530/480, 1 h; Q01196+Q13951; hit rate 0.46% among 220,000; inhibition, % at 20 µM;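 active = inhibition over about 50% at 20 µM in the single-dose screen, limit read from the data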;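 also: 0% = DMSO wells and 100% = excess unlabeled CBFb competitor control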
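Doses: 20 µM compound in 1% DMSO | Material: Cerulean-labeled Runt domain protein | Amount: Each fluorescent fusion protein 100 nM | Schedule: Two 1 h room-temperature incubations shielded from light | Measured by: FRET fluorescence | Evaluation: Loss of energy transfer signal | Controls: Unlabeled CBFb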
Runt-SMMHC FRET = Runt domain-CBFb-SMMHC interaction inhibition; inhibition, % at 20 µM; AID 1434; Cerulean-Runt/Venus-CBFb-SMMHC FRET ratio 530/480, 1 h; hit rate 0.74% among 220,000;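 active = mean inhibition across duplicate retests at 20 µM reaching about 50%, limit read from the data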;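 also: 0% = DMSO wells and 100% = wells with excess untagged CBFb-SMMHC; inhibitors lower the FRET ratio by blocking Runt binding to CBFb-SMMHC; some results filed as inactive read as strong as hits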
* = called active by the depositor; / = no result given; [ ] = dose if it differs, or a comment.

1	O=C(COC(=O)c1cccc(Oc2ccccc2)c1)NCc1ccco1
2	O=C(CCC(=O)c1cccs1)NCc1cccnc1
3	Cc1ccc(Nc2nnc(SCC(=O)Nc3ncc(C(F)(F)F)cc3Cl)s2)cc1
4	CCOc1cccc(C(=O)NC(=S)NCc2cccnc2)c1
5	CC(=O)Nc1cccc(Oc2cc(C#N)c(C#N)cc2N2CCOCC2)c1
6	Cn1c(SCc2ccccc2F)nnc1-c1cnccn1
7	Cc1ccc(/C=C/C(=O)c2ccc(C)cc2)cc1
8	CC(C)c1ccc2oc(=O)cc(CN3CCN(c4ccc(F)cc4)CC3)c2c1

Compound,1,2,3,4,5,6,7,8
Runt-SMMHC FRET,-1,1,-1,1,-6,-2,1,0
Tb hexokinase,0,8,-1,-5,-12,5,15,-2
Hck-Nef inh,2,-31,3,5,1,2,7,0
Runt-CBFb FRET,0,0,-1,-1,0,-1,-3,0
zVAD death inh,-0.3,-2.1,1.4,0.2,-0.2,-0.2,-0.1,0.9
14-3-3 Bad inh,-18[fluorescence artefact?],-3,2,1[fluorescence artefact?],3,8,-7,-2
NCF1 inh,-11,-11,-11,0,-5,-10,3,-17
EBV gp42 inh,1,1,-10,1,-5,-17,4,0
Mdm2 ligase inh,-8,-4,-10,-20,-8,-5,3,-16

9	COc1ccc(OCCSc2ncnc3nc[nH]c23)cc1
10	O=C(CCCn1c(SCC(=O)NCC2CCCO2)nc2ccccc2c1=O)NCC1CCCO1 (configuration not stated)
11	Cc1ccc(C(=O)N/N=C\c2ccc([N+](=O)[O-])s2)cn1
12	CCN(CC)S(=O)(=O)c1ccc(C)c(NC(=O)CN2CCN(C)CC2)c1
13	Cc1ccn(CCC(=O)N2CCCC(CCC(=O)NCc3ccc(F)c(F)c3)C2)n1 (configuration not stated)
14	Cc1ccc(NC(=O)CSc2nnc(Cc3ccccc3)o2)cc1
15	Cc1sc2nc(CN3CCN(S(=O)(=O)c4cccc5nonc45)CC3)[nH]c(=O)c2c1C
16	O=C(NCc1cccs1)c1ccc([N+](=O)[O-])cc1Cl

Compound,9,10,11,12,13,14,15,16
Runt-SMMHC FRET,-3,-1,-6,-6,-4,24,-2,1
Tb hexokinase,-1,-7,-6,-3,-5,2,-7,1
Hck-Nef inh,1,2,2,6,-4,2,1,0
Runt-CBFb FRET,0,-1,5,0,1,-3,-2,0
zVAD death inh,0.3,3.0,-0.1,0.2,0.3,1.5,0.2,-0.3
14-3-3 Bad inh,3,4[fluorescence artefact?],-1,45,2,-3,-5,1[fluorescence artefact?]
NCF1 inh,-4,-14,-22,1,7,2,11,-7
EBV gp42 inh,-3,-1,-12,-8,2,3,7,-4
Mdm2 ligase inh,-17,-7,5,-4,-12,-9,-11,-12

Entries above that contain two or more sulfur atoms (two):
3	Cc1ccc(Nc2nnc(SCC(=O)Nc3ncc(C(F)(F)F)cc3Cl)s2)cc1
15	Cc1sc2nc(CN3CCN(S(=O)(=O)c4cccc5nonc45)CC3)[nH]c(=O)c2c1C

Compound,3,15
Runt-SMMHC FRET,-1,-2
Tb hexokinase,-1,-7
Hck-Nef inh,3,1
Runt-CBFb FRET,-1,-2
zVAD death inh,1.4,0.2
14-3-3 Bad inh,2,-5
NCF1 inh,-11,11
EBV gp42 inh,-10,7
Mdm2 ligase inh,-10,-11

The list goes on:
17	CCN(CCNC(=O)C1CCCN(Cc2nc(-c3ccc(OC)cc3)oc2C)C1)c1ccccc1 (configuration not stated)
18	CCC1S/C(=N/N=C/c2ccco2)N(c2ccc(F)cc2)C1=O (configuration not stated)
19	Cc1cccc(C)c1NC(=O)Cn1nnnc1N
20	Cc1cccc2c(N=Nc3ccc(S(=O)(=O)Nc4cccc(Cl)c4)cc3[N+](=O)[O-])c(O)[nH]c12
21	N=c1c(C(=O)NCc2ccc(F)cc2)cc2c(=O)n3ccccc3nc2n1Cc1ccco1
22	Cc1cccc(OCC(=O)Nc2cccc(C(=O)NCC(C)C)c2)c1
23	C=CCc1ccc(OCCCOc2ccc(C)cc2OC)c(OC)c1
24	O=C(O)COc1ccccc1/C=C1\SC(=O)N(Cc2ccc(F)cc2)C1=O

Compound,17,18,19,20,21,22,23,24
Runt-SMMHC FRET,-3,4,-3,-5,/,-10,-13,0
Tb hexokinase,3,-8,3,24,-10,3,-3,-22
Hck-Nef inh,0,0,10,-11,-5,-1,3,20
Runt-CBFb FRET,2,2,1,-9,69*,-12,0,-3
zVAD death inh,-0.1,0.0,2.6,0.9,-0.3,0.0,0.0,2.1
14-3-3 Bad inh,86*,-11,-8,13,11[fluorescence artefact?],-7,13,13
NCF1 inh,-2,-7,2,-6,17,-9,3,-11
EBV gp42 inh,-10,1,-16,-13,-1,-25,15,-11
Mdm2 ligase inh,-10,-4,-17,-14,-6,-7,-8,-25

25	CCCNC(=O)c1ccccc1NC(=O)c1ccc(CSc2ccccc2)cc1
26	CC(=O)N/C(=C\c1ccccc1)C(=O)NCc1ccc2c(c1)OCO2
27	C=CCSc1nc(C)c(CC=C)c(=O)[nH]1
28	O=C(NC(c1ccccc1)C(Cl)Cl)c1ccccc1 (configuration not stated)
29	O=C(CNC(=O)c1cccc(Br)c1)NCCc1nc2ccccc2[nH]1
30	COc1ccc(S(=O)(=O)N(CC(=O)NC2CC2)c2ccc(C)cc2)cc1OC
31	Cc1ccc(-n2c(C)nc3ncnc(-c4ccccc4)c32)cc1
32	COc1ccc(OC)c(/C=N/Nc2nncn2/N=C/c2cc(OC)ccc2OC)c1

Compound,25,26,27,28,29,30,31,32
Runt-SMMHC FRET,-4,-6,-5,2,-3,1,1,0
Tb hexokinase,7,-1,5,-2,-10,-6,-4,-17
Hck-Nef inh,3,-1,4,0,0,1,-23,0
Runt-CBFb FRET,-3,1,0,0,3,-2,-2,-2
zVAD death inh,-0.1,-0.5,0.0,0.5,-0.4,0.0,0.4,0.9
14-3-3 Bad inh,2,-7,-14,-8[fluorescence artefact?],7,3,7[fluorescence artefact?],30
NCF1 inh,-5,-8,-3,-7,6,-1,-13,-22
EBV gp42 inh,-8,7,-4,-12,-13,-10,-2,4
Mdm2 ligase inh,-2,-11,-54,-8,-11,-13,-6,-13

33	COc1ccc(CCN2C(=O)CC(N3CCN(S(=O)(=O)c4ccccc4)CC3)C2=O)cc1OC (configuration not stated)
34	O=c1cc2c(nn1Cc1ccc(Cl)cc1Cl)-c1ccccc1CC2
35	O=C(C(=C1NCCN1)n1cncn1)c1ccccc1
36	Cc1[nH]n(-c2ccccc2)c(=O)c1C=Nc1cccc2cccnc12
37	COc1ccc(/C=C(\C#N)c2n[nH]c(Cn3cncn3)n2)cc1
38	O=C(CSc1ccccc1Cl)N1CCC(c2nc3ccccc3s2)CC1
39	COc1ccccc1N1CCN(C(=O)COc2ccc(Cl)cc2)CC1
40	O=C(CNC(=O)c1ccc(F)cc1)N/N=C/c1cn[nH]c1-c1ccccc1

Compound,33,34,35,36,37,38,39,40
Runt-SMMHC FRET,4,-2,1,-13,2,1,2,0
Tb hexokinase,-5,-2,-10,23,-36,0,-2,5
Hck-Nef inh,13,1,3,3,-10,0,-13,5
Runt-CBFb FRET,-1,-1,-2,0,1,-3,-2,-2
zVAD death inh,3.4,0.2,/,12,0.7,0.0,-0.6,2.3
14-3-3 Bad inh,-8,-17,-1,-15,2,12,15[fluorescence artefact?],6
NCF1 inh,0,-17,-16,-11,4,-27,-13,-5
EBV gp42 inh,-7,-18,-9,-21,4,4,-11,-8
Mdm2 ligase inh,-5,/,5,10,-73,-5,-1,-7

From no. 33 to 34, copied from above:
33	COc1ccc(CCN2C(=O)CC(N3CCN(S(=O)(=O)c4ccccc4)CC3)C2=O)cc1OC (configuration not stated)
34	O=c1cc2c(nn1Cc1ccc(Cl)cc1Cl)-c1ccccc1CC2

Compound,33,34
Runt-SMMHC FRET,4,-2
Tb hexokinase,-5,-2
Hck-Nef inh,13,1
Runt-CBFb FRET,-1,-1
zVAD death inh,3.4,0.2
14-3-3 Bad inh,-8,-17
NCF1 inh,0,-17
EBV gp42 inh,-7,-18
Mdm2 ligase inh,-5,/

The results go on.
41	COc1ccc(OC)c(NC(=O)c2ccc3nc(-c4ccccc4)c(-c4ccccc4)nc3c2)c1
42	CCOC(=O)c1sc(NC(=O)c2c(OC)cccc2OC)nc1C
43	CC(C)C(O)(C#CCN1CCCCC1)c1ccccc1 (configuration not stated)
44	Cc1ccccc1CN1CCN(CC(=O)NCCCN2CCN(c3ccc(F)cc3)CC2)C1=O
45	CCCCn1c(N2CCC(Cc3ccccc3)CC2)nc2c1c(=O)[nH]c(=O)n2C
46	Cc1nc(N(C)C)c2sc(=S)n(C)c2n1
47	c1ccc2c(-c3nc(C4CCCCC4)no3)cc(-c3ccncc3)nc2c1
48	COc1cc(CN2CCCC(CO)(Cc3ccccc3C)C2)cc2c1OCO2 (configuration not stated)

Compound,41,42,43,44,45,46,47,48
Runt-SMMHC FRET,-5,5,3,-7,-4,-2,-6,-2
Tb hexokinase,-18,-16,-8,-1,-3,-30,-17,1
Hck-Nef inh,4,0,2,2,1,2,4,15
Runt-CBFb FRET,-3,-1,-1,-3,-7,2,-8,-1
zVAD death inh,0.1,3.0,1.0,0.0,1.4,-1.0,0.9,-0.2
14-3-3 Bad inh,10,-12[fluorescence artefact?],80*,-19,0,-1,39[fluorescence artefact?],-3
NCF1 inh,-16,-3,-5,1,-14,1,-7,-11
EBV gp42 inh,-1,-8,-5,-9,0,-26,8,-2
Mdm2 ligase inh,-9,12,-5,-12,-13,-11,-14,0

49	COc1ccc(/C=N/NC(=O)c2cccc(C(F)(F)F)c2)cc1
50	C=CCn1c(SCC(=O)N2c3ccccc3Sc3ccccc32)nnc1-c1ccco1
51	Cc1cc(C)nc(SCc2ccc(C(=O)NNC(=O)Nc3cccc(Cl)c3)cc2)n1
52	COC(=O)N=Nc1c(O)[nH]c2ccc(Br)cc12
53	N#CC(C#N)=C1C=CC=CN1/C(=C\c1ccco1)C(=O)c1ccccc1

Compound,49,50,51,52,53
Runt-SMMHC FRET,1,0,3,2,17
Tb hexokinase,-7,2,11,-34,-69
Hck-Nef inh,-5,19,32,20,9
Runt-CBFb FRET,-5,0,-1,0,29
zVAD death inh,2.2,-0.1,3.4,1.7,0.4
14-3-3 Bad inh,-8,-5,94*,-2,-3
NCF1 inh,-9,-13,32*,-11,-7
EBV gp42 inh,-8,-3,17,-8,-5
Mdm2 ligase inh,-2,-8,-4,-6,-17
